Assay outcomes deposited in PubChem BioAssay by Sanford-Burnham Center for Chemical Genomics.
tim10-1 inh: inhibits growth of tim10-1 mutant yeast; S. cerevisiae tim10-1 ts strain growth, BacTiter-Glo, 24 h; 2.2% of 330,000 active; inhibition, % at 20 µM;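 active = inhibition of at least 40%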;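 note: mutant grown at 25 °C; 0% = DMSO wells with yeast and 100% = wells holding no yeast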
A3G deaminase: blocks human APOBEC3G single-stranded DNA deamination. recombinant A3G, ssDNA deamination FAM/TAMRA fluorescence. inhibition, % at 20 µM. Q9HC16. 0.28% of 330,000 active;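 active = inhibition of at least 40% at 20 µM, with no more than 30% in the related APOBEC3A deaminase screen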;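 note: plate controls were DMSO wells with A3G for no effect and wells lacking A3G enzyme for full effect; some compounds called inactive have numbers as strong as hits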
hIAP block: human IAP inhibition; 0.12% of 330,000 active; inhibition, % at 10 µM; purified IAP, CDP-Star luminescence, 30 min;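 active = inhibition reaching a set limit with compound at 10 µM in the primary screen, cut at about 35% in these data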;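 note: plate controls were DMSO wells with enzyme for no effect and no-enzyme buffer wells for full effect; values of inactives mirror those of a sister screen read the other way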
Target sequence (P09923 whole entry, looked up): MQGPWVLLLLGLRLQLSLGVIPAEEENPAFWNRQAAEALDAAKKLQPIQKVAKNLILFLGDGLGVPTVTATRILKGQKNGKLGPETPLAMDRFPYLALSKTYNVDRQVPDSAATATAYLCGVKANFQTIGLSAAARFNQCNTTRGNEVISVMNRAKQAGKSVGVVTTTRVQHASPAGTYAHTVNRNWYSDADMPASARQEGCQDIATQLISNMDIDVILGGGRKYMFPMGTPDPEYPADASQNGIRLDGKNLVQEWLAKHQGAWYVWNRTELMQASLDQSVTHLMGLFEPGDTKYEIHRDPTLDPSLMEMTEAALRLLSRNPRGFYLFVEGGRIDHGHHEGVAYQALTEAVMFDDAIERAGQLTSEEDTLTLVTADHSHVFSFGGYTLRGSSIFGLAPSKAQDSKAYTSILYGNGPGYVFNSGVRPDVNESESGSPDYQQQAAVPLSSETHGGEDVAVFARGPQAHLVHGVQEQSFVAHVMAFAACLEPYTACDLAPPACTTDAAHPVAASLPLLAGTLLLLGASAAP
mIAP block: mouse IAP inhibition; purified mouse IAP, CDP-Star luminescence, 30 min; inhibition, % at 10 µM; 0.2% of 330,000 active;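 active = inhibition of at least 40% at 10 µM in the primary screen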;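 note: plate controls were DMSO with enzyme for no effect and no enzyme wells for full effect; values of inactives mirror those of a sister screen read the other way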
mIAP activ: increases mouse intestinal alkaline phosphatase activity; activation factor at 10 µM; muIAP, CDP-Star luminescence, 30 min; stronger effect = higher value; 1 = vehicle-only enzyme signal, 0 = enzyme-free wells; 0.24% of 330,000 active;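 active = activation factor of at least 2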; note: the source names both 10 and 20 µM as test concentration; values of inactives mirror those of a sister screen read the other way
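Assay system: mouse IAP enzyme; reagent: chemiluminescent substrate CDP-Star; dosing: test compounds delivered from DMSO solution; schedule: 30 min at room temperature; measured by: luminescence from enzymatic CDP-Star hydrolysis; controls: DMSO-only wells and no-enzyme negative control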
NLRP3 yeast inh: NALP3 inhibition in yeast. Yeast reconstituted NLRP3/ASC/caspase-1, beta-gal luminescence, 24 h. inhibition, % at 10 µM. 0.39% of 330,000 active. AID 2825;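 active = inhibition of 50% or more; inactive = inhibition below 50%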;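 note: plate controls were induced DMSO wells for no effect and uninduced yeast grown without galactose for full effect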
APOBEC3A inh: blocks human APOBEC3A ssDNA deamination. P31941. recombinant A3A, FAM/TAMRA ssDNA deamination fluorescence. inhibition, % at 20 µM. 0.41% of 330,000 active;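 active = at least 40% inhibition at 20 µM here, with at most 30% in a related deaminase screen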;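 note: plate controls were A3A with DMSO for no effect and wells lacking A3A enzyme for full effect; some results filed as inactive read as strong as hits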
Target sequence (P31941 whole entry, looked up): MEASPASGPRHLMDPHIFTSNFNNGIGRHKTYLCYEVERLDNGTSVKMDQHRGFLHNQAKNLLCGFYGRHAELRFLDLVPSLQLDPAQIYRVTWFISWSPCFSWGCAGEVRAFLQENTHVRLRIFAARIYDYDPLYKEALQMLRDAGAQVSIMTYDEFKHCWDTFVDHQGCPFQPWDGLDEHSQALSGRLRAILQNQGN
MIN6 prolif: MIN6 beta-cell proliferation induction | MIN6 cells proliferation, ATPlite luminescence, 48 h; cells starved in 0.2% serum; 100% = growth in 10% serum | proliferation, % at 10 µM | 0.29% of 330,000 active;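 active = compounds whose signal lies at least 3.5 SD above the mean of all wells on their plate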;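 note: 0% = DMSO-treated cells in low-serum medium and 100% = 10% serum control; some compounds called inactive have numbers as strong as hits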
TIM10 inh: inhibits growth of TIM10 yeast strain. S. cerevisiae TIM10 strain growth, BacTiter-Glo luminescence, 24 h. inhibition, % at 10 µM. 1.4% of 330,000 active. AID 463195;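 active = inhibition of 40% or more at the single tested concentration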;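 note: wild-type TIM10 isogenic control strain grown at permissive 25 °C; 0% = DMSO yeast wells and 100% = minimal medium wells without yeast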
An asterisk follows results filed as active.

canonical_smiles	tim10-1 inh	A3G deaminase	hIAP block	mIAP block	mIAP activ	NLRP3 yeast inh	APOBEC3A inh	MIN6 prolif	TIM10 inh
O=C(CN1C(=O)CSc2ccccc21)N1CCc2ccccc21	20	-7	5	1	0.99	6	-2	-1	18
COc1cc(OC)cc(-c2c(-c3cccs3)c3cc(-c4ccc(OCc5ccccc5)cc4)ccc3n2C)c1	-3	-7	-2	-15	1.1	-9	-3	1	5
CNS(=O)(=O)c1cccc(C(=O)OCC(=O)c2cc(C)n(CC3CCCO3)c2C)c1 (stereo not given)	21	-5	2	-3	1	7	0	-7	11
O=C(CCCOc1ccccc1)NCCc1nc2ccccc2[nH]1	2	-11	-10	5	0.95	3	-3	1	11
CC(Oc1ccccc1)C(=O)N1CCN=C1SCc1cccc(F)c1 (stereo not given)	-7	1	6	16	0.84	13	1	-1	-7
O=C(NCCS(=O)(=O)N1CCN(c2ccccc2F)CC1)c1ccc(Cl)cc1	-24	-6	-4	-6	1.1	16	0	-1	-15
O=c1c2c3c(sc2nc2n1CCCCC2)CCCCC3	24	0	-11	-6	1.1	30	-2	-1	9
O=C(CN1C(=O)c2ccc(Br)cc2C1=O)NCC1CCCO1 (stereo not given)	12	0	-8	-6	1.1	6	-3	0	4
CCCCc1nnc(NC(=O)CN2C(=O)NC3(CCCCC3)C2=O)s1	-2	-2	4	11	0.89	0	2	2	13
Cc1ccc(C(=O)Nc2ccc(N3CCN(S(C)(=O)=O)CC3)cc2)cc1	2	5	-10	4	0.96	11	1	-2	0
O=C(NCCc1ccccc1)C1CCCN1S(=O)(=O)c1ccc(Cl)cc1 (stereo not given)	11	6	-7	-9	1.1	10	2	2	-5
COc1ccc(-c2noc(C3CCCN(C(=O)c4cccc(F)c4)C3)n2)cc1 (stereo not given)	24	-6	-63	2	0.98	19	-2	-2	4
COc1cc(OC)cc(-c2c(-c3cccs3)c3cc(-c4ccn[nH]4)ccc3n2C)c1	36	-13	-16	7	0.93	6	-4	-7	7
COc1ccc(OC)c(/C=C2\NC(=O)NC2=O)c1	10	-6	3	0	1	-4	-2	-4	5
COCCNC(=O)Cn1c(=O)n(Cc2ccc(C(=O)NCCc3ccc(OC)c(OC)c3)cc2)c(=O)c2ccccc21	14	-9	6	-6	1.1	-2	0	-4	-6
Cc1c(Cl)cccc1NC(=S)NCCC(C)C	29	0	3	-26	1.3	-16	-2	-7	49*
CCS(=O)(=O)Nc1cccc(-c2ccc3nnc(-c4cccnc4)n3n2)c1	-3	1	6	-13	1.1	3	-5	0	-3
CCCn1c(=O)c2[nH]c(-c3ccc(OCC(=O)Nc4ccc(C#N)cc4)cc3)nc2n(CCC)c1=O	-9	-4	-14	6	0.94	19	3	-1	-12
COc1ccc(C)cc1NC(=O)c1sc2nc(C)nc(N3CCOCC3)c2c1C	-17	-9	0	0	1	13	0	-1	5
COc1ccc(CN2CCC(C)CC2)cc1OCc1ccccc1	11	-5	0	9	0.91	14	-1	0	2
COc1ccc(/C=N\NS(=O)(=O)c2ccc(Br)cc2)cc1COc1ccccc1[N+](=O)[O-]	8	-3	12	8	0.92	-6	-2	-2	7
O=c1ccc2cc(S(=O)(=O)N3CCN(c4ccccc4F)CC3)ccc2o1	-10	-7	14	4	0.96	6	-4	-1	13
O=C(NC1CCCC1)c1cccc2c1C(=O)c1ccc(/C=C/c3ccccc3)cc1S2(=O)=O	10	2	-4	8	0.92	15	5	-7	-2
Cc1nc2cc(NC(=O)Nc3ccccc3Cl)ccc2n1C	-2	2	-15	9	0.91	-12	5	-5	2
CN(C)c1ccnc2sc(C(=O)c3ccc(Br)cc3)c(N)c12	43*	0	5	9	0.91	3	1	1	29
CC(=O)c1cccc(NC(=O)CN2C(=O)c3cccnc3Oc3ccc(Cl)cc32)c1	3	0	-7	5	0.95	12	-7	-5	-3
O=C(NCc1ccccn1)c1ccc(Cl)c(S(=O)(=O)N2CCOCC2)c1	-3	-6	-13	2	0.98	5	1	2	-6
COC(=O)CCCC1=CC2=CC(=O)C(C)(OC(=O)c3cccs3)C(=O)C2=CN1c1ccccc1 (stereo not given)	11	-8	14	8	0.92	6	3	-2	10
Cc1ccc(OCC(=O)Nc2cnn(CCCC(=O)O)c2)c([N+](=O)[O-])c1	-6	-4	10	-2	1	1	-2	-3	13
O=C(Cn1ccc(C(F)(F)F)n1)N/N=C/c1ccc(N2CCOCC2)cc1	0	-5	3	10	0.9	-6	-4	-1	5
O=C(COc1ccc(-c2nnco2)cc1)N1CCOCC1	-15	-1	-7	6	0.94	10	-1	3	-3
CC(C(=O)NC1CCCC1)N(C(=O)c1snc(C(N)=O)c1N)c1ccc2c(c1)OCCO2 (stereo not given)	9	-6	8	4	0.96	0	-5	-3	-9
N#C/C(=C\c1ccc(F)cc1)C(=O)NC1CCS(=O)(=O)C1 (stereo not given)	23	-6	-7	-12	1.1	25	-6	-1	21
CCCOc1ccc(NC(=O)CC2C(=O)OCC3CCCCN32)cc1 (stereo not given)	19	-6	-4	-2	1	7	-3	1	7
Cc1ccc(S(=O)(=O)Nc2nc3ccc(S(=O)(=O)N4CCCC4)cc3s2)cc1	4	-2	-11	-6	1.1	-11	0	-5	9
COc1ccc(C(=O)NNC(=O)c2cc3ccccc3cc2O)cc1	-3	-3	-4	26	0.74	15	1	-2	-1
Cn1ncc(C#N)c1NC(=O)C1CC(c2ccc(Cl)cc2)=NO1 (stereo not given)	10	-3	-1	-10	1.1	13	0	-2	3
Cn1cc(CN2CCCC(CNS(=O)(=O)c3cccc4cccnc34)C2)cn1 (stereo not given)	9	2	-46	-1	1	16	0	-1	6
Cc1cccc(N(CC(=O)NC(C)(C)C)C(=O)CNC(=O)c2cccs2)c1C	6	8	0	-12	1.1	17	9	0	-21
O=C(Cn1c(=O)n(CC2CCCO2)c(=O)c2ccccc21)N1CCN(c2ccccc2)CC1 (stereo not given)	-11	-5	-6	0	1	13	-3	-2	-10
O=C(Nc1ccc(C(F)(F)F)cc1)c1ccc2ncsc2c1	27	-3	13	12	0.89	0	0	-5	30
O=C(Cc1ccccc1)Nc1ccc(NC(=O)c2cccnc2)cc1	6	-5	9	0	1	2	-1	-1	3
S=C1SCN(Cc2ccccn2)CN1Cc1ccco1	19	-6	-5	22	0.78	8	1	-3	16
Cc1cc(C)cc(C(=O)O/N=C(\N)c2ccc(Br)cc2)c1	40*	-3	4	5	0.95	16	1	-4	35
CCN(Cc1cc(=O)n2ccsc2n1)Cc1nc2ccccc2c(=O)[nH]1	1	-2	-19	7	0.93	7	0	1	-2
CC(C)CC(c1nnnn1Cc1ccc(F)cc1)N1CCC(C(N)=O)CC1 (stereo not given)	15	-9	-11	-4	1	0	-2	0	4
C=CCCN([C@@H](C)C(=O)OC)S(=O)(=O)c1ccccc1Br	4	-10	-6	7	0.93	6	0	0	4
O=C(COc1ccccc1[N+](=O)[O-])Nc1ccc(Br)cc1	-7	-5	-5	-2	1	34	-7	-2	-4
CCOC(=O)Cn1c(C)cc(=O)c2ccccc21	11	-1	4	12	0.88	7	0	0	0
O=C(O)c1cn(-c2ccccc2)nc1-c1ccc(Cl)cc1	28	0	8	16	0.84	14	8	-1	13
O=C(CCc1nnc2n(Cc3ccc(Cl)cc3)c(=O)c3ccccc3n12)NCCN1CCCC1	14	-10	-13	2	0.98	9	-3	-4	-1
CC(C)C(=O)N(Cc1ccccc1)c1ccccn1	14	2	-9	-14	1.1	14	2	-2	-1
CC(C)CCNC(=O)c1ccc(-n2cnc3cccnc32)cc1	-5	-7	8	3	0.97	3	-4	2	0
Cc1cc(OC(=O)c2cc(Cl)nc3ccccc23)ccc1Cl	20	0	-14	-4	1	3	2	-1	5
CCOC(=O)Nc1c2ccccc2nc2ccccc12	6	4	-4	-4	1	-4	5	0	24
O=C1CC(c2ccccc2)CN1C(=O)c1ccccc1 (stereo not given)	10	-7	-7	-1	1	20	-6	-1	12
C=CCN(c1cccc(C(F)(F)F)c1)S(=O)(=O)c1cccc(C(=O)OCC(=O)Nc2ccccc2)c1	4	-4	5	3	0.97	-2	0	-3	13
CCCCC1CC1C(=O)Nc1ccc(OC)c(OC)c1 (stereo not given)	12	-10	-35	0	1	20	-6	-3	12
CNC(=O)COC(=O)/C=C/c1ccc(F)cc1	1	-7	2	-6	1.1	-14	-3	-4	10
S=c1[nH]nc(-c2cccs2)n1/N=C/c1cccs1	-12	27	12	5	0.95	20	7	4	8

(cont.)
canonical_smiles	tim10-1 inh	A3G deaminase	hIAP block	mIAP block	mIAP activ	NLRP3 yeast inh	APOBEC3A inh	MIN6 prolif	TIM10 inh
O=C(COc1ccccc1Cl)NC(=O)NC1CCCC1	16	-8	3	-6	1.1	9	-5	1	13
Cc1c(N(C)S(=O)(=O)c2ccc(Cl)c(C(=O)N3CCC(C(N)=O)CC3)c2)c(=O)n(-c2ccccc2)n1C	-7	-9	8	2	0.98	19	-2	1	4
O=[N+]([O-])c1cccc(CSc2nc3ccccc3[nH]2)c1	30	-12	4	15	0.85	17	-2	0	36
COc1ccc(/C=C/C(=O)O)cc1S(=O)(=O)N1CCC(C)CC1	5	2	-15	-12	1.1	-5	10	-1	5
Cc1ccc(NS(=O)(=O)c2ccc3c(c2)NC(=O)CO3)cc1C	16	-6	-9	-3	1	2	-3	1	0
